PTAP TSG101 blk – blocks PTAP/TSG101 interaction to inhibit HIV-1 budding; Q99816; Fluorescence polarization, FITC-PTAP peptide / Tsg101 binding; Potency, µM (series often up to 115 µM), inactives show at the highest dose activity change, negative = inhibition, usual class: inhibitors; 340,000 tested, under 10 active; AID 493005; active means well fitted inhibition curve with a large enough effect in the main read-out, with a control signal flat, not every such curve was filed as active; inconclusive means small, poorly fitted or top-dose-only effect, or effect the other way, or a change in a side signal; inactive means no such curve, though single readings can be large or run the other way; further: potency means the concentration at half of the fitted maximal effect; % of control where 0% means no effect
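Compounds were pin-transferred onto Tsg101 binding domain (10 uM final) in HEPES pH 7.5 buffer, then FITC-PTAP peptide was added at 50 nM final. After 20 min at RT, polarization reported peptide displacement across a qHTS concentration series.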
GALK inhibitor – blocks human galactokinase activity; P51570; Purified GALK, Kinase-Glo residual ATP luminescence; Potency, µM (doses to about 57.5 µM), inactives show at the top dose activity change, negative = inhibition, most hits filed as inhibitors; hit rate 0.007% among 270,000; AID 1868; further: potency means the concentration at half of the fitted maximal effect; on the % scale 0 is the no-effect control and ±100 the full control effect
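Compounds were pin-transferred into ATP buffer (35 uM final), then GALK plus galactose (5 nM, 100 uM final) was added. After 1 h at room temperature, Kinase-Glo Plus was added and luminescence read after 10 min.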
FBPA coupling cs – inhibits coupling enzyme system, counter-screen for aldolase hits | coupling enzyme system counterscreen, AmpLite Red fluorescence | activity change, negative = inhibition, % at 58.2 µM, hits read low | hit rate 0.67% among 290,000 | AID 2472; in the data active means activity change below about -30%; further: on the % scale 0 is the no-effect control and ±100 the full control effect
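Counterscreen lacking aldolase: glyceraldehyde-3-phosphate coupling-enzyme reagent preincubated 10 min at RT with compound (at 57.5 uM final), then substrate/coupling system with AmpLite Red added; fluorescence read at 525/598 nm after 20 min RT.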
a7 integrin act – activators of alpha7 integrin expression for muscular dystrophy. hit rate 0.064% among 350,000. Potency, µM (doses to about 38.3 µM), for the others: top-dose activation, actives largely listed as activators. AID 624291. alpha7betagal myoblasts, beta-gal FDG fluorescence, 48 h;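 further: potency means the concentration at half of the fitted maximal effect; 100% = response of the positive control SU9516; nearly all actives have a fitted effect of over 60% in size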
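alpha7betagal+/- myoblasts (passage 13, 250/well) treated 48 h at 37C with compounds at 1:260 dilution of DMSO stock. Lysed, then beta-galactosidase activity read as FDG fluorescence (ex 480/em 540) after 30 min, with pre-read for autofluorescence.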
Giardia kill – Giardia lamblia killing. Giardia lamblia trophozoite viability. hit rate 0.15% among 340,000. activity change, % at 7.66 µM, hits read low. AID 540267; in the data active means activity change below about -80%; inconclusive means between about -30% and that limit;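 further: parasites exposed to compound for two days anaerobically before the ATP read; on the % scale 0 is the no-effect control and ±100 the full control effect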
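Compounds were tested on trophozoites seeded at 100 cells/well and held 48 hrs at 37 deg C anaerobically. An ATP-based luminescent kit measured the remaining live cells.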
BCR signal inh – chronic active BCR signaling inhibition; ABC-DLBCL IkBa-CBG/CBR reporter, luminescence ratio, 4 h; Potency, µM (highest dose often 46.1 µM), for inactives: at the top dose ratio change, negative = lower green/red ratio, usual class: inhibitors; hit rate 0.05% among 340,000; active means well fitted inhibition curve with a large enough effect in the signal ratio, with a control signal flat, not every such curve was filed as active; inconclusive means small, poorly fitted or top-dose-only effect, or effect the other way, or a change in a side signal; the % refers to the signal ratio;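 further: potency means the concentration at half of the fitted maximal effect; plate controls were basal doxycycline-induced cells for no effect and cells given 10 µM MG132 for full effect; MG132 reads +100%, hits lower the ratio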
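Compounds up to 46 uM were incubated four hours with TMD8 cells whose green CBG68 luciferase is fused to IkappaBalpha; red CBR luminescence normalised the signal, and concentration-effect curves were fitted to fusion, red and ratio data.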
B2AR arrestin – beta2AR (human) beta-arrestin recruitment activity. P07550. beta-arrestin recruitment to beta2AR, cell-based reporter. Potency, µM (series often up to 46.1 µM), without a hit: at the top dose activation, most hits filed as activators. hit rate 0.02% among 330,000;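 further: potency means the concentration at half of the fitted maximal effect; 0% = DMSO controls and full agonism = EC100 isoproterenol or metaproterenol; nearly all actives have a fitted effect of over 65% in size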
Target sequence (P07550 whole entry, looked up): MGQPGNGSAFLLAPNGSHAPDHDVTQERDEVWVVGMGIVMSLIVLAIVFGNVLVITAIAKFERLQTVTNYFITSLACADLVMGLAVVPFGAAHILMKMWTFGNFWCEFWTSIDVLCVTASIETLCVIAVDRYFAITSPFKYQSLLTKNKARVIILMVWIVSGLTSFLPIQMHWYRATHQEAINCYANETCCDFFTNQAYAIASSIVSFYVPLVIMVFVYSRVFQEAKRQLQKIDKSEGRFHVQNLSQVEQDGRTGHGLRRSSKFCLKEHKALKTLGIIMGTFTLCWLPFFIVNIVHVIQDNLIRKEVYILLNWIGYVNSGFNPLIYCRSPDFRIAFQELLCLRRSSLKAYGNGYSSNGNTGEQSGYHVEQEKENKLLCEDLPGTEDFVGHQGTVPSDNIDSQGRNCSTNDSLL
Tb PFK block – T. brucei PFK enzyme inhibition | T. brucei PFK, ADP-Glo luminescence | AID 485367 | hit rate 0.17% among 330,000 | Potency, µM (titrated, usually from 57.5 µM), for the others: at the top dose activity, negative = inhibition, usual class: inhibitors | O15648;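 further: potency means the concentration at half of the fitted maximal effect; 0% = uninhibited 1x PFK enzyme wells and -100% = no-enzyme wells; nearly all actives have a fitted effect of over 60% in size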
Target sequence (O15648 whole entry, looked up): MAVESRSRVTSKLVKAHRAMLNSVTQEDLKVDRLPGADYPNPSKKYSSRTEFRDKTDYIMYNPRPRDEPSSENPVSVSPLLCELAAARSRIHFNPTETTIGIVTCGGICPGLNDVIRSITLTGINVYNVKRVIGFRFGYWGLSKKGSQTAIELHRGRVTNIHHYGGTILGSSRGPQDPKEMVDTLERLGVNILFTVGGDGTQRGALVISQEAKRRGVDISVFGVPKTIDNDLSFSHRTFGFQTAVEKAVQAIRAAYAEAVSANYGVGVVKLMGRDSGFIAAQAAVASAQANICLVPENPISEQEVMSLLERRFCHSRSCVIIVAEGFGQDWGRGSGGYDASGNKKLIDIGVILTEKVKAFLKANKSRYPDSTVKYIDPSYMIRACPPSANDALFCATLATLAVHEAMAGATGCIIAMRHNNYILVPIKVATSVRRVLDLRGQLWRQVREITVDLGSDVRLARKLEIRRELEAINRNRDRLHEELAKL
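Activity is normalized to no-enzyme wells (full inhibition) and 1.25 nM enzyme wells (no inhibition). Reaction: 0.5 mM F6P, 0.1 mM ATP, 45 min RT, ADP-Glo luminescence; concentration-response curves fitted and classed by quality.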
Menin-MLL TR inh – inhibitors of human menin-MLL interaction, mutant MLL peptide; O00255; Menin + Texas Red MLL mutant peptide, fluorescence polarization; Potency, µM (doses to about 61.6 µM), for inactives: top-dose FP activity change, negative = inhibition, actives largely listed as inhibitors; hit rate 0.23% among 270,000; active means well fitted inhibition curve with a large enough effect in the polarisation, with a control signal flat, not every such curve was filed as active; inconclusive means small, poorly fitted or top-dose-only effect, or effect the other way, or a change in a side signal; inactive means no such curve, though single readings can be large or run the other way; the % refers to the polarisation; further: potency means the concentration at half of the fitted maximal effect; % of control where 0% means no effect; many of its hits are not listed in these tables
ASM inhibitor – inhibitors of human secretory acid sphingomyelinase; P17405; placental ASM, HMU-PC fluorogenic substrate, 60 min; Potency, µM (doses to about 57.5 µM), inactives show at the top dose activity change, negative = inhibition, usual class: inhibitors; hit rate 0.006% among 340,000; further: potency means the concentration at half of the fitted maximal effect
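Human placenta-derived ASM enzyme was preincubated with compound for 10 minutes at room temperature, then given fluorogenic substrate HMU-PC0 (9 uM final) for 60 minutes at 37 °C; a pH 10 stop preceded fluorescence reading at Ex 386/Em 447 nm.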
PKM2 act – increases activity of human pyruvate kinase M2; P14618; purified PKM2, Kinase-Glo ATP luminescence, activation; response scale: 0% is enzyme alone, no compound; Potency, µM (highest dose often 57.5 µM), for the others: at the highest dose activation, usual class: activators; hit rate 0.34% among 260,000; further: potency means the concentration at half of the fitted maximal effect; on the % scale 0 is the no-effect control and ±100 the full control effect; nearly all actives have a fitted effect of over 55% in size
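Purified hPK-M2 (>95%) run at intermediate activity with 0.1 mM ADP and 0.5 mM PEP in 50 mM imidazole pH 7.2, KCl, MgCl2; 1 h room temperature. ATP formed read by Kinase-Glo luminescence; normalized to uninhibited and no-enzyme controls.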
Active calls of the source: *; ? = inconclusive; . = not tested or not shown; [ ] = remark or other dose. Unless noted, the call rests on the fitted dose curve; in most records, active means well fitted curve in the direction sought with a large enough effect; inconclusive means small, poorly fitted or top-dose-only effect, or another doubt; inactive means no such curve, though single readings can be large; an effect the other way counts as inactive or inconclusive. A portion of the library. The share of hits here may be higher or lower than overall.

Below each SMILES: PKM2 act	B2AR arrestin	Giardia kill	GALK inhibitor	Menin-MLL TR inh	FBPA coupling cs	BCR signal inh	ASM inhibitor	Tb PFK block	PTAP TSG101 blk	a7 integrin act
> CCCN1CCN(C(=O)Cn2cnc3sc(C)c(S(=O)(=O)N4CCC(C)CC4)c3c2=O)CC1
→ -1%	-0.4%	37[activator]	8%	-9%	4	0%	1%	3%	-2%	-12%
> CC(C)C(=O)N(c1cc2sc(=O)oc2c2ccccc12)S(=O)(=O)c1cccs1
→ 9%	-0.1%	7	2%	?	-16	?	-4%	-24%	-4%	-15%
> C[C@@]12CCC[C@H](O1)[C@@H]([C@H](O)c1ccccc1)O2
→ .	-1.3%	-20	.	.	.	-3%	4%	0%	-5%	-2%
> CN(Cc1nc(-c2ccc(Cl)cc2)no1)C(=O)c1ccc2c(c1)OCO2
→ .	-0.3%	5	.	.	.	-24%	-4%	0%	-1%	-10%
> O=C(COc1ccc(Br)cc1)NCCNC(=O)c1ccccn1
→ -6%	0.3%	18	1%	-1%	0	-1%	-2%	2%	0%	0%
> CCCN=CC1=C(O)CC(c2ccccc2)CC1=O (stereo not given)
→ 14%	-0.7%	10	0%	2%	2	?	-1%	1%	-6%	3%
> COc1ccc(S(=O)(=O)N(C)C[C@H]2Oc3ccc(NC(=O)Nc4c(C)noc4C)cc3C(=O)N([C@H](C)CO)C[C@@H]2C)cc1
→ .	-0.1%	9	.	.	.	-1%	4%	5%	.	8%
> CCCc1cc2c(cc1NC(=O)c1ccco1)OCO2
→ 0%	-0.1%	7	1%	-14%	1	8%	3%	1%	-1%	-21%
> O=C1c2ccc([N+](=O)[O-])cc2S(=O)(=O)N1Cc1ccccc1
→ .	-0.1%	12	-1%	5%	-9	-10%	9%	0%	-7%	9%
> c1ccc(-c2ccc3nnnn3n2)cc1
→ 3%	-0.3%	-2	-1%	.	0	-6%	-1%	2%	-3%	21%
> Cc1cc(C)c2[nH]c(O)c(N=NC(=O)c3cc4c(s3)CCCC4)c2c1
→ -15%	-0.9%	.	2%	-6%	-5	1%	.	-4%	.	.
> CCC(C)C(NS(=O)(=O)c1ccc(C)cc1)C(=O)Oc1ccc2c3c(c(=O)oc2c1)CCC3 (stereo not given)
→ 0%	0.5%	5	0%	-19%	-1	8%	100%[activator]	4%	-2%	3%
> Cc1cc(NS(=O)(=O)c2ccc(NC(=O)Nc3ccc4c(c3)OCO4)cc2)no1
→ -6%	-0.2%	4	-4%	14%	3	-4%	-9%	-19%	-1%	19%
> CC(=O)c1ccc(C(C)(C)c2ccc(C(C)=O)s2)s1
→ 3%	0.5%	5	5%	-9%	6	-10%	2%	-1%	-1%	26%
> NC(=O)CC1C(=O)N(c2ccccc2)C(=S)N1NC(=O)c1ccccc1 (stereo not given)
→ .	0.1%	-7	6%	-14%	-1	?	-4%	-22%	-4%	18%
> CCCCCCCCCCCCCCCC(=O)OC/C=C(C)/C=C/C=C(C)/C=C/C1=C(C)CCCC1(C)C
→ .	0.0%	-3	.	-19%	1	-2%	-5%	-3%	-2%	-8%
> C/C(=C\c1ccccc1)C(=O)N1CCN(c2cccc(C(F)(F)F)c2)CC1
→ -14%	-1.3%	-8	-1%	-12%	-1	-4%	-7%	2%	-6%	-3%
> CCOC(=O)c1cc(-c2ccccc2)sc1NC(=O)COC(=O)c1ccc(Cl)c(S(N)(=O)=O)c1
→ 2%	-0.3%	9	0%	?	-1	3%	4%	-2%	0%	20%
> CN1CCN(c2ccccc2NC(=O)c2cccc(OCc3ccccc3)c2)CC1
→ 2%	0.0%	-4	-2%	4%	0	?	-2%	2%	-2%	-49%[inhibitor]
> CCCCCn1c(CN2CCN(c3cc(Cl)ccc3C)CC2)nc2c1c(=O)[nH]c(=O)n2C
→ -4%	0.5%	18	-3%	?	-1	3%	-10%	-6%	-6%	0%

Next section; it opens with the 2 that closed the last part.
Below each SMILES: PKM2 act	B2AR arrestin	Giardia kill	GALK inhibitor	Menin-MLL TR inh	FBPA coupling cs	BCR signal inh	ASM inhibitor	Tb PFK block	PTAP TSG101 blk	a7 integrin act
> CN1CCN(c2ccccc2NC(=O)c2cccc(OCc3ccccc3)c2)CC1
→ 2%	0.0%	-4	-2%	4%	0	?	-2%	2%	-2%	-49%[inhibitor]
> CCCCCn1c(CN2CCN(c3cc(Cl)ccc3C)CC2)nc2c1c(=O)[nH]c(=O)n2C
→ -4%	0.5%	18	-3%	?	-1	3%	-10%	-6%	-6%	0%
> CC(C)OCCCNC(=O)CN1C(=O)/C(=C/c2ccccc2F)Oc2ccccc21
→ .	-0.9%	-19	-1%	?	2	?	205%[activator]	-4%	-3%	12%
> COc1ccc(-c2cc(C)no2)cc1S(=O)(=O)NCCCN(C)Cc1ccccc1
→ .	0.3%	-1	-1%	0%	-2	9%	1%	1%	-6%	-6%
> O=C(c1ccccc1F)N1CCCC(c2ccccc2)C1 (stereo not given)
→ -4%	-0.6%	-2	1%	-23%	6	-1%	3%	-2%	1%	15%
> O=C(N/N=C/c1ccccn1)c1cc(-c2ccncc2)nc2ccccc12
→ -9%	2.5%	-15	2%	14%	-1	?	-1%	0%	-3%	6%
> CCCC/C(O)=C/c1nc2ccccc2[nH]c1=O
→ 6%	0.5%	9	0%	0%	5	15µM*	38%[activator]	0%	6%	14%
> COc1ccc(OC)c(CNC(=O)C(C)n2nc(C)c3c(C)n(-c4ccccc4)nc3c2=O)c1 (stereo not given)
→ .	0.1%	20	-2%	.	.	3%	0%	-2%	-3%	-39%
> CCN(CC)S(=O)(=O)c1cc(Br)ccc1OC
→ -3%	-0.7%	2	4%	-1%	6	-3%	0%	3%	-5%	0%
> CCOc1ccc(C(=O)CCC(=O)N2CCN(c3ncccn3)CC2)cc1
→ .	0.2%	-12	11%	-26%	0	?	2%	-1%	2%	18%
> CC(=O)c1c(C)[nH]c(C(=O)N2CCN(S(=O)(=O)c3ccc(C)cc3C)CC2)c1C
→ .	-0.1%	12	.	.	.	?	1%	4%	-8%	-19%
> Cn1c(CCN2CCN(c3ccccc3)CC2)nc2cc(NC(=O)c3ccco3)ccc21
→ 1%	0.3%	12	2%	3%[11.7 µM]	-3	11%	0%	-1%	1%	11%
> CN(C)c1ccc(C(CN)c2c[nH]c3ccccc23)cc1 (stereo not given)
→ 10%	-0.6%	-23	2%	-18%	-4	?	-4%	2%	-1%	-52%[inhibitor]
> Cc1cc(C)n(-c2cccc(F)n2)n1
→ .	-0.1%	24	10%	-10%	0	2%	-4%	-5%	0%	14%
> COc1ccc(OC)c2sc(NNC(=O)C3COc4ccccc4O3)nc12 (stereo not given)
→ 2%	-0.1%	-7	2%	5%	3	0%	8%	-5%	-4%	-12%
> CCN(CC(N)=O)S(=O)(=O)c1ccc(Br)cc1
→ 1%	0.4%	-2	-2%	3%	5	?	4%	-2%	-7%	-36%
> O=C(NCCc1nc2ccccc2[nH]1)/C(=C/c1ccc2c(c1)OCO2)NC(=O)c1ccccc1
→ 1%	-0.3%	9	0%	2%	3	-36%	4%	-3%	-2%	16%
> O=C(COC(=O)Cc1cccs1)Nc1ccc(F)c(F)c1F
→ 1%	0.0%	-3	-1%	3%	2	?	-2%	-3%	-1%	-7%
> O=C(Nc1ccc(Br)cc1)c1cc(S(=O)(=O)Nc2ccccn2)ccc1Cl
→ 1%	0.4%	-4	0%	?	0	6%	-3%	3%	-5%	2%
> COc1cc(NS(=O)(=O)c2ccc(NC(=O)/C=C/c3ccc([N+](=O)[O-])cc3)cc2)ncn1
→ 1%	0.0%	-16	-1%	?	1	0%	-4%	-2%	-9%	-16%
